Growth percent in the NCI-60 one-dose screen (48 h, 10 µM unless noted): 100 = growth as untreated, 0 = no growth, -100 = all killed.
EKVX – EKVX NSCLC | 71,000 compounds, 3% hits
SR – SR leukemia cells | AID 1794780 | 73,000 compounds, 8.7% hits
RPMI-8226 – RPMI-8226 leukemia cells; 77,000 compounds, 7.5% hits
HOP-62 – HOP-62 NSCLC | 80,000 compounds, 3.9% hits
A549/ATCC – A549/ATCC NSCLC | 81,000 compounds, 3.7% hits
CCRF-CEM – CCRF-CEM leukemia; 77,000 compounds, 7% hits; AID 1794778
HOP-92 – HOP-92 NSCLC cells | 71,000 compounds, 6.3% hits | AID 1794738
MOLT-4 – MOLT-4 leukemia cells. 80,000 compounds, 6.9% hits. AID 1794779
* hit, by the source's call; / = no result given; & = joins results of further samples; [ ] = another dose, or the depositor's remark. How the source made its calls: active means growth percent below 10; inactive means the rest. Outcome played no part in choosing rows; any-hit rate near 12%.

structure,EKVX,SR,RPMI-8226,HOP-62,A549/ATCC,CCRF-CEM,HOP-92,MOLT-4
N#CCc1nc2c3c4c(sc3ncn2n1)CCCC4,18,90,89,86,86,83,82,85
Cn1cnc([N+](=O)[O-])c1S(=O)(=O)Oc1ccccc1,103,56,/,96,106,6.3*,/,76
CCCCN(CCC)CCCCCCCCCCN1CCCc2ccccc21,64,11,-2.3*,92,97,27,49,50
Cc1ccc2c(c1)C(=O)C(c1c(-c3[nH]c(=O)c4ccc(C)cc4c3O)c(O)c3ccccc3c1O)=NC2=O,/,23,33,8.7*,22,17,39,-13*
COc1ccc(C2=C(c3cc(OC)c(OC)c(OC)c3)C(=O)CC2)cc1,40,16,14,38,25,/,40,17
O=C1NC(=O)/C(=C2\CCOC2=O)N1,/,102,102,116,99,96,95,115
COc1cc(-c2cc(-c3ccc(Cl)cc3)[nH]c(=O)c2C#N)cc(OC)c1OC,98,107,94,87,100,100,54,100
C=C1C[C@H]2C[C@H](C)[C@H]3CC[C@H](C)C(C(=O)OCC)=C3C(=O)[C@@]2(C)C1,/,101,96,93,73,91,105,103
NS(=O)(=O)c1ccc(-n2cc(/C=C/C(=O)c3ccccc3Cl)c(-c3ccc(OCc4ccccc4)cc3)n2)cc1,78,111,84,74,75,88,104,70
Cc1ccc(OCC(O)COc2ccc(C)cc2)cc1,115,84,82,89,80,69,84,86
CC1(C)[C@H](O)CC[C@]2(C)[C@@H]1CC[C@]13C=C(CO)[C@H](CC[C@H]12)C3,60,53,65,44,41,48,47,45
OC(c1ccc(Cl)cc1)(c1ccc(Cl)cc1)C(F)(Cl)Cl,113,82,84,102,79,95,/,84
CN1C(=O)N(C)C2NC(N/N=C/c3ccccc3)=NC21 (stereo not given),99,117,138,95,100,/,102,103
C=CCNC(=S)Nc1c(N)n(C)c(=O)n(C)c1=O,114,105,/,111,99,94,/,102
COc1ccc(-c2csc(-n3[nH]c(=O)ccc3=O)n2)cc1,91,86,94,97,102,91,97,84
O=C(NNc1ccccc1)C(=O)NNc1ccccc1,84,54,45,62,44,/,60,37
Cc1ccc(-c2csc(N/N=C/c3nc4ccccc4n3C3CC3)n2)cc1,97,25,85,75,41,-21*,93,37
CCSc1nnc(Nc2ccc(C(C)C)cc2)s1,81,69,72,92,86,71,93,66
c1ccc(-c2noc(CSc3nc4ccccc4s3)n2)cc1,89,104,96,97,101,99,89,99
CCCS(=O)(=O)N1CCCC(C(=O)Nc2nc3ccc(NC(=O)c4ccc(F)c(OC)c4F)cc3s2)C1 (stereo not given),40,16,12,68,57,15,/,0.1*

Reprinted from the part before: three compounds, then new ones.
structure,EKVX,SR,RPMI-8226,HOP-62,A549/ATCC,CCRF-CEM,HOP-92,MOLT-4
CCSc1nnc(Nc2ccc(C(C)C)cc2)s1,81,69,72,92,86,71,93,66
c1ccc(-c2noc(CSc3nc4ccccc4s3)n2)cc1,89,104,96,97,101,99,89,99
CCCS(=O)(=O)N1CCCC(C(=O)Nc2nc3ccc(NC(=O)c4ccc(F)c(OC)c4F)cc3s2)C1 (stereo not given),40,16,12,68,57,15,/,0.1*
CCCCN(C=S)CCCC,103,92,101,81,86,96,94,91
CC(c1ccccc1)N1CSc2nc3ccccc3n2C1 (stereo not given),96,126,118,102,106,109,123,108
CCOc1c(F)ccc2c(NC)nc(SCC)nc12,92,92,95,106,105,97,100,91
C=CCN=C(N)SCCCCCCSC(N)=NCC=C,98,94,94,75,87,106,63,82
COC(=O)C1NC(=S)N(c2ccc(Cl)cc2)C1/C=C/c1ccccc1 (stereo not given),92,/,96,103,98,100,79,103
COc1ccc(C(CC(N)=O)C(=O)O)cc1 (stereo not given),102,/,103,104,103,104,103,109
CC(C)(CO)C(O)C(=O)NCCC(=O)NCCSSCCNC(=O)CCNC(=O)C(O)C(C)(C)CO (stereo not given),105,/,94,94,99,82,103,93
Nc1c(C(=O)Nc2ccccc2)sc2ncc(Cl)cc12,/,83,76,108,92,/,73,74
NC1=NCc2nc3ccccc3c(=O)n2C1,107,93,79,98,94,/,68,91
CCCc1cc(=O)n2c(C(=O)Nc3ccc(Cl)cc3C)c(C(=O)Nc3ccc(F)cc3)sc2n1,91[30 µM],78[30 µM],61[30 µM],63[30 µM],53[30 µM],80[30 µM],/,83[30 µM]
FC(F)(F)c1ccc(-c2cn3nc(-c4c[nH]c5ccccc45)sc3n2)cc1,69,25,60,54,65,48,94,48
CC(=O)N1c2ccccc2-n2cccc2C1c1ccc2c(c1)OCO2 (stereo not given),73,86,87,109,106,61,/,94
COc1ccc(/C=N/n2cnc3oc(-c4ccccc4)cc3c2=N)cc1,71,50,98,79,62,93,82,91
C#Cc1cccc(NC(=O)c2cccc(N=C=S)c2)c1,103[8.25 µM],/,101[8.25 µM],97[8.25 µM],100[8.25 µM],97[8.25 µM],92[8.25 µM],113[8.25 µM]
COc1ccc(-c2nc(C(C)C(=O)O)n(-c3nc(C)cc(-n4nc(C(C)C(=O)O)nc4-c4ccc(OC)cc4)n3)n2)cc1 (stereo not given),96,90,95,106,88,98,93,89
C[N+]1(CCC2CCCCC2)CCOCC1,96,103,110,100,102,113,90,99
CCNC(=O)[C@H](O)[C@@H](N)Cc1ccccc1,102,98,/,116,102,103,100,104
CC(c1ccccc1)C(OC(=O)c1cccc([N+](=O)[O-])c1C(=O)O)c1ccccc1 (stereo not given),116,100,/,109,114,95,/,105
COc1ccc(N/C=C/C(=O)c2ccc3c(c2)Nc2ccccc2S3)c(OC)c1,50,74,59,108,71,62,93,46
CC(C)Cn1cnc2c(SCc3ccccc3Cl)nc(N)nc21,93,53,51,70,79,53,83,81
O=C(O)c1ccc(-n2cc(CNc3ccc(Br)cc3)c(-c3ccc(F)cc3)n2)cc1,82,98,80,95,88,89,98,79
S=C(N/N=C/c1ccc(Cl)cc1Cl)Nc1cccc2ccccc12,89,103,112,147,114,94,99,107
Cn1c(=O)c(C#N)c(-c2ccccc2)n2c(SCc3ccccc3)nnc12,98,103,/,104,83,117,90,115
O=S(=O)(OCc1ccc2c(c1)OCO2)c1ccccc1,101,97,99,104,104,101,111,100
C[C@]12CC[C@H]3[C@@H](CC=C4C[C@@H](O)CC[C@@]43C)[C@@H]1CC[C@@H]2c1ccn[nH]1,47,111,72,110,87,77,/,76
CCCCCCCCCCCCCCCCCCN(C)C,105,82,101,91,97,93,85,90
FC(F)(F)c1ccc(-c2nc3ccccn3c2NCCN2CCOCC2)cc1,101,/,85,71,90,93,84,88
O=C1c2cc(Br)ccc2Oc2cc([N+](=O)[O-])ccc2N1c1ccc(F)cc1F,103,/,79,93,70,80,92,50
COc1cc(/C=C/C(=O)c2c(-c3ccc(F)cc3)nc3sc(C)nn23)cc(OC)c1OC,/,4.8*,0.8*,9.5*,12,-9.5*,/,13
Cc1nc(Cl)c2c(n1)N(C)c1ccc(Cl)cc1C(C)C2 (stereo not given),75,83,67,90,85,90,66,81
C/C(=N/NC(N)=O)c1ccc2c3c(cc(Br)c2c1)CCCC3,51,77,100,92,97,94,98,97
O=C(Nc1ccc(OS(=O)(=O)c2ccc(C(F)(F)F)cc2)cc1)C1CCCCCCC1,90,109,85,94,99,95,87,95
CCCCCCCCC(=O)Oc1ccc(/C(=C(/C)Cc2cccc(OCC)c2)c2ccc(OCCN(C)C)cc2)cc1,93,113,104,100,96,88,84,98
CCC/C=C(\CC)C(=O)OCC1CC=CCC1C (stereo not given),103,70,89,99,93,90,90,94
Clc1ccc(C=NCCCN=Cc2ccc(Cl)cc2)cc1,107,102,104,133,97,100,100,97
OCc1ccccc1O,98&108,96&128,93&116,98&112,99&92,109&104,87&105,88&128
COc1ccc(/C(=C2/O[C@@H]([C@H]3COC(C)(C)O3)[C@H]3OC(C)(C)O[C@@H]23)c2cc(OC)c(OC)c(OC)c2)cc1O,101,-14*,36,91,80,61,/,60
CC(C)=CC/C=C(/C)[C@H]1CC[C@]2(C)[C@@H]1CC[C@@H]1[C@@]3(C)CCC(=O)NC(C)(C)[C@@H]3CC[C@]12C,30[100 µM],12[100 µM],-31*[100 µM],14[100 µM],15[100 µM],-9.4*[100 µM],-6.9*[100 µM],-14*[100 µM]
O=C/C=C/C=C/C=C/c1ccccc1,104,110,110,104,106,111,101,120
CCCNC(=O)c1cccc([N+](=O)[O-])c1,101,103,108,110,99,/,107,110
N=c1c2c(=N)n3c(nc2nc2n1-c1ccccc1Sc1ccccc1-2)sc1cc(Cl)ccc13,14,26,14,77,14,38,-14*,48
COc1ccc(/C=C/c2c3c(nc4ccccc24)CC/C(=C\c2ccccc2)C3=O)cc1,99,/,52,106,87,64,78,69
Oc1[nH]c(=S)sc1C=Nc1ccc(F)cc1,96,109,95,104,99,107,109,102
CCOC(CNC(=O)c1cccc([N+](=O)[O-])c1)OCC,97,95,141,108,84,111,97,100
O=C(Cn1nnc2ccccc21)N/N=C/c1c[nH]c2ccccc12,62,18,45,37,49,48,58,30
COC(=O)/C=C/c1ccccc1[N+](=O)[O-],116,105,105,112,103,89,98,82
CN1C(=O)C(=Cc2coc3ccc(Br)cc3c2=O)C(=O)N(C)C1=O,109,126,108,94,98,116,81,126
COc1cc(Cn2ncc3ccc(NC(=O)c4cc5ccccc5oc4=N)cc32)cc(OC)c1OC,72,/,52,65,51,52,72,/
O=C1C(c2nnc(-c3ccccc3)n2-c2ccc([N+](=O)[O-])cc2)=C(O)c2ccccc21,104,80,93,87,91,88,62,77
COc1nc2c(c(=O)n1C)C(c1ccccc1)C=C(C(=O)O)N2 (stereo not given),/,93,101,116,106,/,/,105
CCCCCCCCN1CCOCCOCCN(CCCCCCCC)c2nc(Cl)nc(n2)NCCOCCOCCNc2nc(Cl)nc1n2,99,/,107,97,94,78,96,95
CCOC(=O)CC1NN=c2n(nc3n(-c4ccccc4)c(=O)/c(=C\c4ccc(OC)cc4)n23)C1=O (stereo not given),89,114,109,89,113,97,95,99
O=C1/C(=C/c2cnc(CO)s2)SC(=S)N1Cc1ccccc1,98,99,61,97,108,110,96,102
O=C(N/N=C/c1ccccc1O)c1ccccc1Nc1ccnc(C(F)(F)F)c1,3.0*,-14*,-22*,-5.3*,10,/,7.0*,5.7*
Cc1cnccc1N,103,102,101,113,101,107,/,112
CCCC(=O)Nc1ccc(Nc2ncccc2C(=O)OCC)cc1,103,104,101,99,101,103,95,102
O=C1Nc2ccc(Cl)cc2C12Oc1ccc(Cl)cc1C1CC(c3ccc(F)cc3)=NN12 (stereo not given),65,99,78,100,90,93,85,84
Cc1ccc(-n2cc(-c3ccccc3)c3c2N=CN2CCN=C32)cc1,83,81,89,84,101,101,80,87
CC(=O)CCC(NC(C)=O)C(=O)O (stereo not given),93,40,99,76,70,96,98,/
CC(O)CNCC(C)(C)N (stereo not given),/,114,105,96,100,/,73,98

Going on with the list:
structure,EKVX,SR,RPMI-8226,HOP-62,A549/ATCC,CCRF-CEM,HOP-92,MOLT-4
COc1cc2cc(/C=C3\SC(=Nc4ccc(S(N)(=O)=O)cc4)NC3=O)c(Cl)nc2cc1OC,99,112,112,98,102,104,106,98
Oc1ccccc1C=Nc1ccc2[nH]ncc2c1,93,90,91,94,98,98,95,86
COc1ccc(-c2c(-c3cc(OC)c4c(c3)OCO4)noc2N)cc1,45,-7.4*,24,10,13,14,35,4.7*
CON1C(=O)CC[C@]2(C)[C@H]3CC[C@@H]4[C@H]5[C@H]6OC(=O)[C@@]5(CCC6(C)C)CC[C@@]4(C)[C@]3(C)CC[C@H]2C1(C)C,85,92,103,106,107,108,97,102
Cc1ccc2oc(=O)cc(Cn3cnc4c(NCc5ccco5)ncnc43)c2c1,84,89,95,91,92,103,100,87
O=C1CSC(c2c(Cl)cccc2Cl)N1c1nc(Cl)cc(=O)[nH]1 (stereo not given),119,/,59,96,103,67,65,171
Cc1ccccc1Nc1nc(N)nc(CN2C(=O)NC3(CCCCC3C)C2=O)n1 (stereo not given),102,130,85,96,104,105,/,106
ClC1=C(Cl)C(=C2C(Cl)=C(Cl)C(Cl)=C2Cl)C(Cl)=C1Cl,105,103,/,90,90,/,/,82
CC(=O)C1C(C)=NN2C(c3ccccc3)=CC(C)=C(C#N)C12 (stereo not given),102,100,104,85,98,114,/,117
COc1ccc(-c2nc3c(nc(C)c4ccc(-c5ccccc5OC)nc43)o2)cc1,79,76,101,69,72,105,102,100
COc1ccc(NC(=O)CCl)cc1,103,56,56,81,85,51,87,64
CC(=O)OC/C=C1/CC[C@H]2[C@@H]3C[C@H](C)C4=CC(=O)CC[C@]4(C)[C@H]3[C@@H](O)C[C@]12C,66,84,68,99,97,86,/,86
COc1nc(NC=O)cc(=O)n1C,126,99,74,110,100,81,86,96

Four entries from above, ordered by molecular weight, largest number first:
structure,EKVX,SR,RPMI-8226,HOP-62,A549/ATCC,CCRF-CEM,HOP-92,MOLT-4
COc1cc2cc(/C=C3\SC(=Nc4ccc(S(N)(=O)=O)cc4)NC3=O)c(Cl)nc2cc1OC,99,112,112,98,102,104,106,98
Cc1ccccc1Nc1nc(N)nc(CN2C(=O)NC3(CCCCC3C)C2=O)n1 (stereo not given),102,130,85,96,104,105,/,106
Oc1ccccc1C=Nc1ccc2[nH]ncc2c1,93,90,91,94,98,98,95,86
COc1nc(NC=O)cc(=O)n1C,126,99,74,110,100,81,86,96

Screening data: PubChem BioAssay, NCI
